PGC1a acetyl inh = inhibitors of PGC1a acetylation signal, primary screen, cell-based, U2OS, AlphaScreen, inhibitor mode; 350,000 compounds, 0.17% hits; inhibition, % at 15.6 µM; AlphaScreen anti-acetyl-lysine; with virally co-expressed GCN5 acetyltransferase;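 active = every replicate shows inhibition of at least 40%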;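 also: 0% = neutral control wells and 100% = positive control wells; some results beyond the cut were filed as inactive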
LGR2 inh = inhibitors of bursicon-induced LGR2 CRE-luciferase signal, primary screen, cell-based, HEK293, CRE-luciferase reporter, bursicon stimulation | 380,000 compounds, 0.35% hits | inhibition, % at 9.99 µM | bursicon-stimulated, 4 h;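 active = drop in luminescence signal, shown as inhibition above about 50% in the replicate tests, limit read from the data, passing the limit was not always enough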;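 also: agonist challenge used bursicon conditioned medium at about half maximal strength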
PglD DTNB = C. jejuni PglD acetyltransferase inhibitors, primary screen, biochemical, DTNB colorimetric, single point; purified PglD enzyme, DTNB colorimetric CoA detection; 360,000 compounds, 0.098% hits; AID 602405, 2012; inhibition, % at 12.5 µM; UDP-N-acetylbacillosamine N-acetyltransferase PglD (Campylobacter jejuni); in the data active = inhibition above about 16%, passing the limit was not always enough; also: strong numbers were not always called active
Starred values were filed as active, the others as inactive. The list is partial; count on the stated rates, not on these rows.

The first 6 compounds as a preview:
#	PGC1a acetyl inh	molecule	LGR2 inh	PglD DTNB
1	2	COc1ccc(CNC(=O)c2ccc(S(=O)(=O)N3CCCC3)cc2)cc1OC	8	1
2	6	O=C(COc1ccc(S(=O)(=O)N2CCCC2)cc1Cl)NCc1ccco1	-18	4
3	-6	Fc1ccccc1N1CCN(c2ncnc3[nH]ncc23)CC1	7	2
4	6	CC(=O)C(=[N+]=[N-])C(=O)NCc1ccccc1	9	2
5	-9	CCS(=O)(=O)c1ccc2oc(SCC(=O)NCCC3=CCCCC3)nc2c1	2	4
6	7	Cc1ccc(SCc2cc(-c3ccc(Cl)cc3)on2)cc1	0	2

The whole of this part, from the first entry:
#	PGC1a acetyl inh	molecule	LGR2 inh	PglD DTNB
1	2	COc1ccc(CNC(=O)c2ccc(S(=O)(=O)N3CCCC3)cc2)cc1OC	8	1
2	6	O=C(COc1ccc(S(=O)(=O)N2CCCC2)cc1Cl)NCc1ccco1	-18	4
3	-6	Fc1ccccc1N1CCN(c2ncnc3[nH]ncc23)CC1	7	2
4	6	CC(=O)C(=[N+]=[N-])C(=O)NCc1ccccc1	9	2
5	-9	CCS(=O)(=O)c1ccc2oc(SCC(=O)NCCC3=CCCCC3)nc2c1	2	4
6	7	Cc1ccc(SCc2cc(-c3ccc(Cl)cc3)on2)cc1	0	2
7	-1	Clc1ccccc1CSc1nnc(-c2ccco2)c(-c2ccco2)n1	13	-3
8	6	Cc1nnc(SCC(=O)NC(C)c2ccccc2)[nH]c1=O (configuration not stated)	4	-1
9	15	Cc1cc(-c2csc(N)n2)c(C)n1C	-5	-2
10	2	Cc1ccc(C2NC(=S)NC3=C2N2CCC3CC2)cc1 (configuration not stated)	-6	2
11	7	O=C(NCc1ccco1)c1cccc(NC(=O)c2ccco2)c1	11	-3
12	5	CN/C=C1\C(=O)C(C)(C)Oc2ccc3ccc(=O)oc3c21	5	4
13	-4	COC(=O)c1sc2nc(-c3ccccc3)nc(N3CCN(C)CC3)c2c1C	13	-2
14	-3	O=C(CSc1ccc(Cl)cc1)Nc1ccc(N2CCN(C(=O)c3ccc(Cl)cc3)CC2)cc1	10	8
15	-1	O=C(Nc1ccc(N2CCN(C(=O)c3ccccc3)CC2)cc1)c1cc2ccccc2o1	82*	-8
16	-4	OC(COc1ccc2c(c1)CCC2)Cn1cnc2ccccc21 (configuration not stated)	-58	19
17	5	COC(=O)C1=C(O)CSC1=Nc1ccccc1	-3	-1
18	2	O=C(c1ccc(S(=O)(=O)N2CCCC2)cc1)N1CCCc2ccccc21	4	2
19	2	Cc1c(Cl)cccc1NC(=S)NCCC(c1ccccc1)c1ccccc1	2	-9
20	0	Cc1cc(C(=O)NCc2cccs2)no1	17	2
21	-1	CC1CC(C)(C)NC(=O)O1 (configuration not stated)	16	-2
22	-11	Cc1ccc(C(=O)Oc2ccc(-c3nccc(-c4ccccn4)n3)cc2)cc1	-33	-8
23	-8	C=CCn1c(C)c(C(C)=O)c(N2CCCC2)nc1=S	16	-3
24	-5	Cc1cccc(C)c1NS(=O)(=O)c1ccc(F)cc1	5	5
25	-8	CN(C)C(=O)N1CCC(C(=O)NC2CCCCCCC2)CC1	42	2
26	-2	COc1ccc(Oc2nc(SC)nc3ccccc23)cc1	11	1
27	4	COc1ccc(OC)c(NC(=O)COC(=O)CSc2ccc(Cl)cc2)c1	1	-1
28	-5	CCCCOCCCNC(=O)c1ccc(OC)cc1	0	-1
29	0	CCCc1cc2c(=O)c(-c3ccc4c(c3)OCCO4)coc2cc1OC(=O)c1ccco1	-56	11
30	-3	COCCn1cnc2c1c(=O)n(CC(=O)Nc1cc(C)on1)c(=O)n2Cc1ccccc1	13	14
31	10	CC1CCCCC1NC(=O)COC(=O)c1ccccn1 (configuration not stated)	-20	5
32	47	COc1cc2c(cc1NC(=O)CSCC(=O)O)oc1ccccc12	-12	9
33	9	CCCCS(=O)(=O)C1CCS(=O)(=O)C1 (configuration not stated)	46	-6
34	-6	CSCCC(NC(N)=O)C(=O)N(C)CC(=O)Nc1ccc(C)cc1 (configuration not stated)	-21	4
35	-6	CN(C)CCCOC(=O)C1c2ccccc2Oc2ccccc21	6	-6
36	-2	C(/CCc1ccccc1)=N\n1cnnc1	11	3
37	5	CCOc1ccc(N2C(=O)CC(N3CCN(c4ccccc4F)CC3)C2=O)cc1 (configuration not stated)	33	-1
38	-14	CN(CC(=O)O)Cc1nc2ccccc2[nH]1	-1	1
39	-2	N#Cc1nc(-c2cccs2)oc1NCc1ccccc1	19	-6
40	-4	O=C(CC1C(=O)OCN1C(=O)OCc1ccccc1)OCC(=O)c1ccccc1 (configuration not stated)	12	4
41	29	CCn1c(=N)n(CC(=O)OC)c2ccccc21	-9	11
42	6	COc1ccc(OC)c(NC(=O)c2ccc(CN3CCOCC3)cc2)c1	-6	5
43	-26	CCC(C)N(NC(C)=O)c1nc(Cl)nc(NC(C)(C)C)n1 (configuration not stated)	-1	-4
44	6	O=C(NCc1ccoc1)c1ccc(NC(=O)c2ccccc2Cl)cc1	-25	-3
45	-6	Cc1onc(-c2ccccc2Cl)c1C(=O)Nc1nnc(Cc2ccc(Cl)cc2)s1	-12	4
46	1	C[N+]1(CCOc2ccc([N+](=O)[O-])cc2)CCOCC1	16	5
47	-5	O=C1c2ccccc2C(=O)N1CCC(c1ccc(F)cc1)c1ccco1 (configuration not stated)	-2	1
48	5	CC(c1ccco1)N(C(=O)COc1ccccc1[N+](=O)[O-])c1ccccn1 (configuration not stated)	3	0
49	-11	Cc1ccccc1OCCCC(=O)Nc1ccccc1C(F)(F)F	-8	-4
50	5	Nc1nc(SCC(=O)Nc2ccc(Br)cc2F)n[nH]1	8	-1
51	-7	CCOC(=O)c1c(NC(=O)c2ccccc2C)sc2c1CC(C)(C)OC2	15	-5
52	3	Cc1ccc2[nH]c3c(=O)n(Cc4ccccn4)cnc3c2c1	7	3
53	-6	Cc1cc(C)c(NC(=S)NC(=O)c2c(Cl)c(C)nn2C)c([N+](=O)[O-])c1	-7	-1
54	4	O=C(OCn1cncn1)c1ccc(Cl)cc1Cl	-3	1
55	-7	COCCNC(=O)Nc1ccc2c(c1)N(C)C(=O)CS2	-16	-6
56	-9	O=C(Cn1nnc(-c2ccccc2)n1)OC1CCOC1=O (configuration not stated)	14	-4
57	3	CCc1nnc(SCC(=O)Nc2ccccc2)nc1CC	4	-2
58	0	CCOC(=O)CC1C(=O)NCCN1C(=O)NC1CCCCC1 (configuration not stated)	37	3
59	-21	CCOC(=O)c1c(NS(C)(=O)=O)sc2c1CCC(C)C2 (configuration not stated)	-10	1
60	-5	O=C(CNC(=O)c1ccccc1)OC(C(=O)Nc1cc(C(F)(F)F)ccc1Cl)c1ccccc1 (configuration not stated)	-3	2

Further results
#	PGC1a acetyl inh	molecule	LGR2 inh	PglD DTNB
61	0	O=C(NCCSc1ccccc1)c1cccnc1	-42	6
62	-50	O=C(c1cccc(Cl)c1)c1nn(-c2ccccc2)c(=O)cc1C(F)(F)F	-8	1
63	3	CCc1nnc(SCCSc2nnc(CC)n2N)n1N	-2	-6
64	2	Cc1cccc(C(=O)N2CCCCCC2)c1	5	1
65	-28	Cc1ccc(S(=O)(=O)N2CCN(C(=O)c3nn(C(C)C)c(=O)c4ccccc34)CC2)cc1C	2	-42
66	-4	CC(=O)c1cc(C)ccc1OC(=O)c1cccc2nc(C)oc12	2	3
67	8	Cc1ccc(-c2nnc(SCC(=O)Nc3ccc4c(c3)OCCO4)n2N)cc1	2	-5
68	-15	CCOc1ccc(OCCOc2ncnc3ccccc23)cc1	-9	0
69	6	CC(=O)c1cn(CC(=O)NCc2ccco2)c2ccccc12	3	6
70	9	Cc1ccnc(Sc2ncccc2[N+](=O)[O-])n1	12	-4
71	6	COc1cccc(OC)c1C(=O)N1CCN(S(=O)(=O)c2ccccc2)CC1	18	-11
72	-10	CCOC(=O)c1nc(-c2ccccc2)oc1N(C)C	-12	-99
73	-12	O=[N+]([O-])c1ccc(-c2cc(-c3ccc(Cl)cc3)n[nH]2)cc1	-33	11
74	1	CN1CCc2ccccc2CC1=O	2	2
75	-5	COc1ccc(C(=O)c2ccccc2Cl)cc1	-28	4
76	0	N#Cc1ccc(Oc2ccc(/C=N/O)cn2)cc1	0	-3
77	10	O=c1c2ccccc2nc2n1C(CSCc1ccccc1)CS2 (configuration not stated)	-3	-4
78	7	Cc1ccc(/C=N/NC(=O)C(NC(=O)c2ccccc2)c2n[nH]c(=O)c3ccccc23)cc1 (configuration not stated)	-25	-3
79	-29	Cn1c(C(=O)N2CCCC(C(=O)NCCCSC3CCCCC3)C2)cc2sccc21 (configuration not stated)	7	1
80	6	O=C1c2ccccc2C(=O)N1CCSc1nncs1	-11	-2
81	5	Cc1nn2c(N)c(C#N)cnc2c1-c1ccccc1	20	6
82	6	Cc1nn2c(-n3ccnc3C)c3c(nc2c1-c1ccccc1)CCC3	-3	1
83	6	O=c1ccn(Cc2ccccc2Cl)cc1	-5	3
84	-6	COC(=O)c1ccccc1NC(=O)c1ccccc1N(C)S(C)(=O)=O	2	-2
85	-39	CC(=O)N1c2c(ccc3ccccc23)C(C)CC12CCCCC2 (configuration not stated)	22	7
86	-2	CS(=O)(=O)Nc1ccc(C(=O)N2CCN(c3ccccc3F)CC2)cc1	2	1
87	-2	CC(NC(=O)COC(=O)c1ccccc1Nc1ccccc1)c1ccccc1 (configuration not stated)	20	2
88	2	CCOC(=O)C1CCN(C(=O)CNC(=O)OC(C)(C)C)CC1	-3	-9
89	-1	CCc1n[nH]c2c1/C(=N\O)CC(C)(C)C2	-3	13

Sorted by value in PGC1a acetyl inh (descending): four of the compounds above.
#	PGC1a acetyl inh	molecule	LGR2 inh	PglD DTNB
78	7	Cc1ccc(/C=N/NC(=O)C(NC(=O)c2ccccc2)c2n[nH]c(=O)c3ccccc23)cc1 (configuration not stated)	-25	-3
82	6	Cc1nn2c(-n3ccnc3C)c3c(nc2c1-c1ccccc1)CCC3	-3	1
61	0	O=C(NCCSc1ccccc1)c1cccnc1	-42	6
62	-50	O=C(c1cccc(Cl)c1)c1nn(-c2ccccc2)c(=O)cc1C(F)(F)F	-8	1

Bioassay records from PubChem.
